PLK1 PBD inh – PLK1 (human) polo-box domain binding inhibition; Potency, µM, without a hit: max response, negative = inhibition, actives largely listed as inhibitors; AID 720504; 360,000 compounds, 2.8% hits; Plk1 PBD binding of FITC phosphopeptide, fluorescence polarization; note: potency is the fitted concentration of half-maximal effect; series mostly up to about 57 µM; % is set by controls: 0 for no effect and ±100 for the full control effect; nearly all actives have a fitted effect of over 65% in size
Target sequence (P53350 whole entry, looked up, the tested form may be a part): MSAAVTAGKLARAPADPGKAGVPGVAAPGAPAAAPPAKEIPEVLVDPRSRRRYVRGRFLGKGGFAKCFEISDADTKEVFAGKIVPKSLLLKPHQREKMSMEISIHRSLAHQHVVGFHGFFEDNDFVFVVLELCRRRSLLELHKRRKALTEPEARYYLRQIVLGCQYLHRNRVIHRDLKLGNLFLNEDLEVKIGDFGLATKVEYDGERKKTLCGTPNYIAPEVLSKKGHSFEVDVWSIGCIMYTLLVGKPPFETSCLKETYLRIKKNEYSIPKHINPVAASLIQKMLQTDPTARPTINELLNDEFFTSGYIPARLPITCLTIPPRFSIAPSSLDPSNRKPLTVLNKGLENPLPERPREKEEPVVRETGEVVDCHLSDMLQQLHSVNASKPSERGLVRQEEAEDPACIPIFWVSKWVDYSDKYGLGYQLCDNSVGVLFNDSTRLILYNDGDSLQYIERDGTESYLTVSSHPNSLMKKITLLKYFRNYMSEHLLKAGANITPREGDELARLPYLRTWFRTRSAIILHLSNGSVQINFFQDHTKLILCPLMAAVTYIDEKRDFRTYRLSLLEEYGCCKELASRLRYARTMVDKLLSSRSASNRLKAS
MmCpn inh – inhibitors of Methanococcus maripaludis chaperonin (MmCpn) | purified Mm-Cpn ATPase, ADP Transcreener TR-FRET | Potency, µM (highest dose often 76.9 µM), inactives show at the highest dose activity, negative = inhibition, usual class: inhibitors | 330,000 compounds, 0.031% hits; note: potency is the fitted concentration of half-maximal effect; % is set by controls: 0 for no effect and ±100 for the full control effect; nearly all actives have a fitted effect of over 80% in size
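Purified archaeal chaperonin (25 nM final) was preincubated with compound for 10 min at 37°C, then ATP (10 uM final) was added for 30 min at 37°C in Tris pH 7.4/KCl/MgCl2/DTT buffer. ADP was quantified by HTRF Transcreener TR-FRET.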
EPAC1 ag – activates human EPAC1 exchange factor | O95398 | EPAC1 agonist qHTS, biochemical assay; response scale: 100% = response to 6.5 mM cAMP | Potency, µM (titrated, usually from 154 µM), inactives show at the highest dose activation, most hits filed as activators | 360,000 compounds, 0.073% hits | AID 720707; note: potency is the fitted concentration of half-maximal effect; nearly all actives have a fitted effect of over 60% in size
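Multi-concentration qHTS readout: loss of Rap1B-bound BODIPY-GDP fluorescence driven by 100 nM EPAC1 with excess GDP (50 uM), monitored kinetically at room temperature; agonist response expressed relative to 6.5 mM cAMP.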
WRN inhibitor – WRN helicase (human) inhibition; Q14191; WRN helicase unwinding, fluorescent forked duplex, kinetic; Potency, µM (highest dose often 114 µM), for inactives: at the top dose activity change, negative = inhibition, actives largely listed as inhibitors; 360,000 compounds, 0.46% hits; AID 651768; note: potency is the fitted concentration of half-maximal effect; % is set by controls: 0 for no effect and ±100 for the full control effect; nearly all actives have a fitted effect of over 55% in size
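Enzyme (20 nM final) and test compound sit together 15 min at room temperature before substrate addition. Substrate is a single-forked duplex oligonucleotide (100 nM) labelled with fluorophore and quencher, with 2 mM ATP; helicase unwinding raises red fluorescence, read kinetically.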
EPAC2 antag – EPAC2 (human) antagonism. 360,000 compounds, 0.18% hits. EPAC2 GEF exchange of Rap1B-BODIPY-GDP, fluorescence. Q8WZA2. Potency, µM (top dose mostly 114 µM), for inactives: top-dose activity, negative = inhibition, actives largely listed as inhibitors; note: potency is the fitted concentration of half-maximal effect; % is set by controls: 0 for no effect and ±100 for the full control effect; nearly all actives have a fitted effect of over 45% in size; many of its hits are not listed in these tables
EPAC1 antagonist – blocks human EPAC1 exchange factor | O95398 | EPAC1 GEF assay, Rap1b-BODIPY-GDP exchange fluorescence | Potency, µM (top dose mostly 115 µM), for inactives: at the highest dose activity change, negative = inhibition, most hits filed as inhibitors | 360,000 compounds, 0.14% hits | AID 720709;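 note: potency is the fitted concentration of half-maximal effect; plate controls were vehicle for no effect and positive control for full effect; nearly all actives have a fitted effect of over 50% in size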
CCT modulator – cytosolic chaperonin activity modulation. purified chaperonin ATPase assay, HTRF ADP detection, 30 min. activity change, % (no concentration beside the values), hits read low. 360,000 compounds, 0.3% hits. AID 651819; in the data active = activity change below about -30%; note: % is set by controls: 0 for no effect and ±100 for the full control effect
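TRiC at 40 or 20 nM final (batch-dependent) in 30 mM Tris pH 7.4, 100 mM KCl, 5 mM MgCl2, 1 mM DTT, with compound at single 76 uM and 10 uM ATP, 30 min at 37 deg C. ADP detected by HTRF Transcreener, 665/615 ratio.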
PI5P4K alpha inh – PI5P4K alpha (human) kinase inhibition; PI5P4Kalpha enzyme, ADP-Glo luminescence, 60 min; hits give low values; max response, %; 330,000 compounds, 1.2% hits; active = max response of -50% or lower; inconclusive = between -30% and -50%; inactive = -30% or higher; note: value at the top dose of about 77 µM; % is set by controls: 0 for no effect and ±100 for the full control effect
Target sequence (P48426 whole entry, looked up): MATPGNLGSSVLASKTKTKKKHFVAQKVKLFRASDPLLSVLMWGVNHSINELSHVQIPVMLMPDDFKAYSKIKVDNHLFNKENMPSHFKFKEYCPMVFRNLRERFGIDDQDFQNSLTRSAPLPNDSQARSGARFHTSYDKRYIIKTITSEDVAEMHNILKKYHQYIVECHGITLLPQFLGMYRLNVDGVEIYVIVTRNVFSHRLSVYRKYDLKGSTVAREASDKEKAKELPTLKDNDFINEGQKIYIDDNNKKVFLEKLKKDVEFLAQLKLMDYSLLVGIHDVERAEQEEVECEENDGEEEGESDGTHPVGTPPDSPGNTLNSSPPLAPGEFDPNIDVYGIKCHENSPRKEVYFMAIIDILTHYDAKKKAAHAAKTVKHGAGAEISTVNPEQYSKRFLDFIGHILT
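Reactions run in 0.038 M HEPES pH 7.4, 0.28 mM EGTA, 0.1% CHAPS and 5% DMSO, with PI5P4Kalpha, substrate, compound and 5 microM ATP final, one hour at room temperature. Readout is ADP-Glo luminescence.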
The depositor's hits bear a star; & = joins results of further samples; [ ] = remark or other dose. Unless noted, calls come from the whole dose curve; as a rule, active = well fitted curve in the direction sought with a large enough effect; inconclusive = small, poorly fitted or top-dose-only effect, or another doubt; inactive = no such curve, though single readings can be large; an effect the other way counts as inactive or inconclusive. A portion of the library. The share of hits here may be higher or lower than overall.

For O=C(Oc1ccccc1N1C(=O)C2CCCCC2C1=O)c1ccccc1 (stereo not given) the results were PLK1 PBD inh -10%, MmCpn inh 0%, EPAC1 ag 7%, WRN inhibitor -4%, EPAC2 antag 3%, EPAC1 antagonist -9%, CCT modulator -14 and PI5P4K alpha inh 11.
O=C(Nc1ccc(Cl)cc1)Nc1nnc(SCc2ccc(Cl)cc2)s1 was read as PLK1 PBD inh -13%, MmCpn inh 4%, EPAC1 ag 13%, WRN inhibitor -1%, EPAC2 antag 0%, EPAC1 antagonist -11%, CCT modulator 0.5 and PI5P4K alpha inh -4.
CC(=O)Nc1ccc(NC(=O)CSc2ccc(C)cc2)cc1 was read as PLK1 PBD inh -10%, MmCpn inh -1%, EPAC1 ag 1%, WRN inhibitor 4%[57.1 µM], EPAC2 antag -3%, EPAC1 antagonist 7%, CCT modulator -1.9 and PI5P4K alpha inh -16.
C[C@@H]1CN([C@H](C)CO)C(=O)c2cc(-c3ccc(F)cc3)cnc2O[C@H]1CN(C)C(=O)c1ccc(F)cc1 was read as PLK1 PBD inh -26%, EPAC1 ag -10%, WRN inhibitor -3%, EPAC2 antag 10%, EPAC1 antagonist 2%, CCT modulator -1.4 and PI5P4K alpha inh -8.
Screening CN1CCc2c(c3c(n2C)CCN(C)C3c2ccc(F)cc2)C1c1ccc(F)cc1 (stereo not given) returned PLK1 PBD inh -11%, MmCpn inh 1%, EPAC1 ag 4%, WRN inhibitor -2%, EPAC2 antag 2%, EPAC1 antagonist 2%, CCT modulator 0.3 and PI5P4K alpha inh 0.
Screening O=C(CN1C(=O)COc2ccccc21)N1CCc2ccccc2C1 returned PLK1 PBD inh -10%, MmCpn inh 0%, EPAC1 ag 6%, WRN inhibitor 3%, EPAC2 antag 13%, EPAC1 antagonist 3%, CCT modulator -10.0 and PI5P4K alpha inh -6.
Screening Cc1ccc(OCC(=O)N2CCC(N3CCCCCC3)CC2)cc1 returned PLK1 PBD inh 0%, MmCpn inh 1%, EPAC1 ag 6%, WRN inhibitor -7%[57.1 µM], EPAC2 antag -2%, EPAC1 antagonist 3%, CCT modulator 0.7 and PI5P4K alpha inh 4.
O=c1c2ccccc2nc(-c2ccccc2)n1O was read as PLK1 PBD inh 5%, EPAC1 ag -4%, WRN inhibitor -4%, EPAC2 antag 2%, EPAC1 antagonist -11%, CCT modulator 2.0 and PI5P4K alpha inh -4.
For COc1cccc(CNC(=O)[C@H](CC(C)C)NC(=O)N2CCn3c2nc2ccccc23)c1 the results were PLK1 PBD inh -2%, MmCpn inh 3%, EPAC1 ag 7%, WRN inhibitor -6%, EPAC2 antag -13%, EPAC1 antagonist 1%, CCT modulator 0.8 and PI5P4K alpha inh 11.
Cc1ccccc1OCC(O)Cn1c(NCc2ccco2)nc2c1c(=O)[nH]c(=O)n2C (stereo not given) was read as PLK1 PBD inh -6%, MmCpn inh -1%, EPAC1 ag -4%, WRN inhibitor -9%[57.1 µM], EPAC2 antag -16%, EPAC1 antagonist -8% and CCT modulator -1.8.
Screening Cc1ccn(C(=O)c2ccc(NC(=O)C3CC3)cc2)n1 returned PLK1 PBD inh -1%, MmCpn inh -1%, EPAC1 ag 1%, WRN inhibitor 7%, EPAC2 antag 18%, EPAC1 antagonist -16%, CCT modulator -2.7 and PI5P4K alpha inh 2.
`O=C(Cc1cccc(F)c1)N1CCOCC1` gave PLK1 PBD inh 21µM*, EPAC1 ag 1%, WRN inhibitor 15%, EPAC2 antag 0%, EPAC1 antagonist 9%, CCT modulator -1.9 and PI5P4K alpha inh -5.
CCCN1CCN(S(=O)(=O)c2ccc3c(c2)NC(=O)C(C)C(=O)N3)CC1 (stereo not given) was read as PLK1 PBD inh 0%, MmCpn inh 0%, EPAC1 ag -9%, WRN inhibitor -3%, EPAC2 antag 7%, EPAC1 antagonist inconclusive, CCT modulator -1.7 and PI5P4K alpha inh -2.
Screening COc1ccc(C(=O)NC(CCSC)C(=O)N2CCCCCC2)cc1 (stereo not given) returned PLK1 PBD inh 0%, MmCpn inh 4%, EPAC1 ag 6%, WRN inhibitor -17%, EPAC2 antag -5%, EPAC1 antagonist -16%, CCT modulator -0.8 and PI5P4K alpha inh -76*.
CCN(CC(=O)Nc1ccc(OC)cc1)C(=O)c1cccc(S(=O)(=O)N2CCN(c3ccccc3)CC2)c1 was read as PLK1 PBD inh -19%, EPAC1 ag -7%, WRN inhibitor 0%, EPAC2 antag 3%, EPAC1 antagonist -12%, CCT modulator -1.1 and PI5P4K alpha inh 1.

Reprinted from the part before: 2 compounds; new compounds follow.
Screening COc1ccc(C(=O)NC(CCSC)C(=O)N2CCCCCC2)cc1 (stereo not given) returned PLK1 PBD inh 0%, MmCpn inh 4%, EPAC1 ag 6%, WRN inhibitor -17%, EPAC2 antag -5%, EPAC1 antagonist -16%, CCT modulator -0.8 and PI5P4K alpha inh -76*.
CCN(CC(=O)Nc1ccc(OC)cc1)C(=O)c1cccc(S(=O)(=O)N2CCN(c3ccccc3)CC2)c1 was read as PLK1 PBD inh -19%, EPAC1 ag -7%, WRN inhibitor 0%, EPAC2 antag 3%, EPAC1 antagonist -12%, CCT modulator -1.1 and PI5P4K alpha inh 1.
For CCOc1ccc(NC(=O)NCCN2C(C)CCCC2C)cc1 (stereo not given) the results were PLK1 PBD inh -7%, MmCpn inh 2%, EPAC1 ag 10%, WRN inhibitor -10%, EPAC2 antag -10%, EPAC1 antagonist -5% and CCT modulator 0.9.
CC(NC(=O)C1CCCN1S(=O)(=O)c1ccccc1)c1ccccc1 (stereo not given) was read as PLK1 PBD inh 1%, MmCpn inh 1%, EPAC1 ag 10%, WRN inhibitor 3%, EPAC2 antag -8%, EPAC1 antagonist -13%, CCT modulator -0.1 and PI5P4K alpha inh 4.
`CCOC(=O)c1nc(C)sc1-c1ccnn1S(=O)(=O)c1ccccc1C(F)(F)F` gave PLK1 PBD inh 1%, MmCpn inh -1%, EPAC1 ag -1%, WRN inhibitor -3%, EPAC2 antag -3%, EPAC1 antagonist -10%, CCT modulator -1.6 and PI5P4K alpha inh 10.
COc1ccccc1OC(=O)C1CC(=O)N(c2ccc(Cl)cc2)C1 (stereo not given) was read as PLK1 PBD inh -6%, MmCpn inh 3%, EPAC1 ag 1%, WRN inhibitor 4%, EPAC2 antag -3%, EPAC1 antagonist 5% and CCT modulator -0.1.
`CCN1C(=NCCOC)N[C@@H](c2cccc(C(F)(F)F)c2)C(C(=O)OC)=C1C` gave PLK1 PBD inh -13%, MmCpn inh inconclusive, EPAC1 ag -17%, WRN inhibitor -2%, EPAC2 antag -1%, EPAC1 antagonist -23%, CCT modulator -1.9 and PI5P4K alpha inh -4.
`CCn1ncc(Br)c1C(=O)Nc1cccc(C(C)=O)c1` gave PLK1 PBD inh -9%, MmCpn inh -2%, EPAC1 ag -1%, WRN inhibitor 3%, EPAC2 antag 11%, EPAC1 antagonist -6%, CCT modulator 0.7 and PI5P4K alpha inh 1.
`CCCc1c(C(=O)N/N=C/c2ccccc2C(F)(F)F)nnn1-c1nonc1N` gave PLK1 PBD inh -2%, MmCpn inh 0%, EPAC1 ag -9%, WRN inhibitor 7%, EPAC2 antag 1%, EPAC1 antagonist 6%, CCT modulator -0.3 and PI5P4K alpha inh -1.
For CCOc1ccccc1N(CC(=O)Nc1ccc(S(=O)(=O)N2CCOCC2)cc1)S(=O)(=O)c1ccccc1 the results were PLK1 PBD inh 0%, MmCpn inh 2%, EPAC1 ag 4%, WRN inhibitor -3%, EPAC2 antag 3%, EPAC1 antagonist -2%, CCT modulator -1.2 and PI5P4K alpha inh 8.
Screening CNC(=O)CCN(Cc1ccco1)S(=O)(=O)c1ccc(OC)c(OC)c1 returned PLK1 PBD inh -5%, MmCpn inh -3%, EPAC1 ag -1%, WRN inhibitor 3%, EPAC2 antag -2%, EPAC1 antagonist -8%, CCT modulator -3.3 and PI5P4K alpha inh 3.
O=C(Cn1ccc([N+](=O)[O-])n1)NCCc1c[nH]c2ccccc12 was read as PLK1 PBD inh -2%, MmCpn inh 1%, EPAC1 ag -6%, WRN inhibitor 0%[57.1 µM], EPAC2 antag 4%, EPAC1 antagonist -4%, CCT modulator -0.3 and PI5P4K alpha inh -2.
For COc1ccc(CNCCCSc2ncccn2)cc1OC the results were PLK1 PBD inh -1%, MmCpn inh 0%, EPAC1 ag -9%, WRN inhibitor 9%, EPAC2 antag 12%, EPAC1 antagonist -11%, CCT modulator -0.7 and PI5P4K alpha inh -7.
For CCOc1ccccc1NC(=O)CSCC(=O)Nc1ccccc1 the results were PLK1 PBD inh -14%, MmCpn inh 0%, EPAC1 ag 8%, WRN inhibitor -8%, EPAC2 antag -11%, EPAC1 antagonist -5% and CCT modulator 0.9.
Screening Cc1cc2nc(/N=C(\N)NC(=O)N3c4ccccc4Sc4ccccc43)nc(C)c2cc1C returned PLK1 PBD inh -5%&1%, MmCpn inh -2%, EPAC1 ag 4%&0%, WRN inhibitor 7%&11%, EPAC2 antag 4%&3%, EPAC1 antagonist 0%&-2%, CCT modulator -2.7&-5.0 and PI5P4K alpha inh 0&-1.
`COc1cc(-c2n[nH]c(=S)n2-c2cc(C(F)(F)F)ccc2Cl)cc(OC)c1OC` gave PLK1 PBD inh 1%, MmCpn inh -2%, EPAC1 ag -9%, WRN inhibitor -2%, EPAC2 antag 9%, EPAC1 antagonist 6%, CCT modulator -0.3 and PI5P4K alpha inh 1.
For CC(=O)c1cccc(NC(=S)NCCc2ccc(Cl)cc2)c1 the results were PLK1 PBD inh -16%, MmCpn inh -1%, EPAC1 ag 10%, WRN inhibitor 6%, EPAC2 antag -22%, EPAC1 antagonist inconclusive, CCT modulator -1.0 and PI5P4K alpha inh 9.
Screening COc1cc(OC)cc(C(=O)NCCSc2c[nH]c3ccccc23)c1 returned PLK1 PBD inh -8%, MmCpn inh 0%, EPAC1 ag 10%, WRN inhibitor -6%, EPAC2 antag -6%, EPAC1 antagonist -11%, CCT modulator -0.4 and PI5P4K alpha inh -5.
CN(CC(=O)Nc1ccc(Cl)c(C(F)(F)F)c1)C(=O)C1(c2ccccc2)CC1 was read as PLK1 PBD inh -4%, MmCpn inh -2%, EPAC1 ag 3%, WRN inhibitor -10%, EPAC2 antag -1%, EPAC1 antagonist -12%, CCT modulator 0.9 and PI5P4K alpha inh 35.
`COc1ccc(/C=C2\SC(=S)N(CCC(=O)NC3=NCCS3)C2=O)cc1OC` gave PLK1 PBD inh -1%, MmCpn inh -4%, EPAC1 ag 5%, WRN inhibitor -3%, EPAC2 antag -1%, EPAC1 antagonist 1%, CCT modulator -1.1 and PI5P4K alpha inh 1.

High-throughput results: PubChem, National Center for Advancing Translational Sciences (NCATS)
